Assay outcomes: PubChem, several laboratories
CRFBP-R2 block: antagonists of CRF-BP/CRF-R2 complex, primary screen, cell-based, HEK293, calcium dye fluorescence, uHTS; CRF-induced calcium fluorescence; inhibition, % at 11.8 µM; 350,000 tested, 0.59% active;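 active = inhibition of the ligand-induced calcium signal above about 50% at the single tested concentration, limit read from the data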
CHRM5 agonist: human M5 muscarinic receptor agonists, primary screen, CHO-K1 cells, Fluo-8 calcium fluorescence; Muscarinic acetylcholine receptor M5 (Homo sapiens), P08912; CHO-K1 hM5 cells; 0% DMSO wells, 100% maximal acetylcholine response; activation, % at 3 µM; 360,000 tested, 0.19% active; AID 624037, 2012;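 active = activation above the run's mean over test compounds plus 3 SD, cut at about 23% in these data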;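 also: signal is peak over basal fluorescence ratio across the kinetic read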
Target sequence (P08912 whole entry, looked up): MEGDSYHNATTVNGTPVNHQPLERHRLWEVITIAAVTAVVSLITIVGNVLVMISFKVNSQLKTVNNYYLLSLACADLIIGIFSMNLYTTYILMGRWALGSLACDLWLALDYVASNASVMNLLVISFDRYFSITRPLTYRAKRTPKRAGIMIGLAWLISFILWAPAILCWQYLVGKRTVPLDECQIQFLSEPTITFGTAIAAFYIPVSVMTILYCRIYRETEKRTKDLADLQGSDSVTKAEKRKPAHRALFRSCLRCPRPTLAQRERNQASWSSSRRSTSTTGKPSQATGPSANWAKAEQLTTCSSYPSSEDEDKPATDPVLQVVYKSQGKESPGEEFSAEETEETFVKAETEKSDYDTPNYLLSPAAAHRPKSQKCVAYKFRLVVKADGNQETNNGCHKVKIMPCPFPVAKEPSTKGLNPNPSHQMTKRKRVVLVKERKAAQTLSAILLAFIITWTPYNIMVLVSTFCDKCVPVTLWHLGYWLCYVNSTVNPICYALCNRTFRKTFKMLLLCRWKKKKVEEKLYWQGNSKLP
CHRM4 PAM: human M4 muscarinic receptor positive allosteric modulators, primary screen, CHO-K1 cells, Fluo-8 calcium fluorescence. 360,000 tested, 0.4% active. activation, % at 3 µM. AID 624126, 2012. CHO-K1 hM4/Gqi5, ACh EC20; 0% = ACh EC20, 100% = maximal ACh;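 active = activation above its plate's cutoff, the mean activation of sample wells plus 3 SD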; also: some results filed as inactive read as strong as hits
Target sequence (P08173 whole entry, looked up): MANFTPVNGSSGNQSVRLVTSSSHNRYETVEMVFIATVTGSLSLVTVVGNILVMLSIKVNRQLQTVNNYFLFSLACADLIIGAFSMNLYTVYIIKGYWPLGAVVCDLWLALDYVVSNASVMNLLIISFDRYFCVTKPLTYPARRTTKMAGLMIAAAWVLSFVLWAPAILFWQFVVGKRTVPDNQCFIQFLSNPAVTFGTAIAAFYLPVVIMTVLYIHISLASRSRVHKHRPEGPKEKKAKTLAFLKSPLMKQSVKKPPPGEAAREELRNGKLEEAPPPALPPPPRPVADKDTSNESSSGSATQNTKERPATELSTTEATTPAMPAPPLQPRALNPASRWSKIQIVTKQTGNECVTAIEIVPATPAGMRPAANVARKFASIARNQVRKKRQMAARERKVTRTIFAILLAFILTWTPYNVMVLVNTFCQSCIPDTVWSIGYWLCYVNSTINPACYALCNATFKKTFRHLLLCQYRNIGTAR
TAAR1 antag: human TAAR1 antagonists, primary screen, Fluo-8 calcium fluorescence, CHO RD-HGA16 cells | 360,000 tested, 1.5% active | antagonist | inhibition, % at 3 µM | Trace amine-associated receptor 1 (Homo sapiens), Q96RJ0;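 active = inhibition above a per-plate cutoff, the mean inhibition of test compounds on that plate plus 3 SD, cut at about 49% in these data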;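 also: 0% = DMSO plus EC80 beta-PEA response and 100% = DMSO alone without agonist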
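Test system – hTAAR1-expressing CHO RD-HGA16 cells, Gα16-coupled · Reagent – β-PEA at EC80 concentration, post-compound challenge · Compound dosing – 3 µM, single point · Timing – 140 s kinetic read after compound, 140 s after agonist · Detection – Fluo-8 intracellular calcium dye fluorescence, real-time kinetic reads · Control set – DMSO and EC80 PEA controls · Repeats – n of 1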
CHRM5 PAM: human M5 muscarinic receptor positive allosteric modulators, primary screen, CHO-K1 cells, Fluo-8 calcium fluorescence | Muscarinic acetylcholine receptor M5 (Homo sapiens), P08912 | CHO-K1 hM5, ACh EC20 PAM; 0% = ACh EC20, 100% = ACh EC100 | activation, % at 3 µM | 360,000 tested, 0.3% active;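 active = activation above the run cutoff, the mean activation of all test compounds plus 3 SD, cut at about 18% in these data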
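Assay system – human M5 receptor in CHO-K1 cells · Read-out – % activation, ACh-normalized · Technique – Fluo-8 calcium fluorescence · Dosing – single-point, 3 µM nominal · Incubation – Fluo-8 loading 80 min at 37 °C plus 30 min room temperature · Repeats – singlicate, one well per test compound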
TAAR1 ag: human TAAR1 agonists, primary screen, Fluo-8 calcium fluorescence, CHO RD-HGA16 cells; Trace amine-associated receptor 1 (Homo sapiens), Q96RJ0; vehicle wells 0%, saturating PEA agonist 100%; activation, % at 3 µM; 360,000 tested, 0.99% active; AID 624467, 2012;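 active = activation above the mean activation of all test compounds in the run plus 3 SD, cut at about 38% in these data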
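Repeats: no replicates (n 1) | Material: CHO-derived RD-HGA16 cells with stable Gα16 and human TAAR1 | Technique: Kinetic Fluo-8 calcium fluorescence | Schedule: 17-24 h seeding, 75 min 37 °C dye, 30 min RT | Evaluation: % activation from peak over basal fluorescence ratio, DMSO-to-PEA scaled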
CRFR2-BP ag: agonists of CRF-BP/CRF-R2 complex, primary screen, cell-based, HEK293, calcium dye fluorescence, uHTS. calcium dye fluorescence (FLIPR); percent of saturating CRF peptide response. 350,000 tested, 0.46% active. activation, % at 13.2 µM. CRF-binding protein / CRF receptor 2 complex (human);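 active = activation of at least 50%, plus an integration ratio under a set limit after plate pattern correction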;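 also: plate controls were neutral control wells without compound for no effect and CRF at EC100 for full effect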
CHRM5 antagonist: human M5 muscarinic receptor antagonists, primary screen, CHO cells, Fluo-8 calcium fluorescence; Muscarinic acetylcholine receptor M5 (Homo sapiens), P08912; CHO-hM5 cells, ACh EC80; inhibition, % at 3 µM; 360,000 tested, 0.59% active;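 active = inhibition above a per-plate cutoff, the mean of that plate's test compounds plus 3 SD, cut at about 27% in these data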;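 also: 0% = acetylcholine EC80 with DMSO and 100% = DMSO without agonist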
CHO-K1 Ca PAM: nonselective calcium activators in parental CHO-K1 cells, primary screen, counter-screen for M1 PAM project, cell-based, Fluo-8 calcium fluorescence, full deck, 1536-well | activation, % at 3 µM | 360,000 tested, 0.02% active | ATP EC20; 0% at ATP EC20, 100% at ATP max | AID 602247, 2012;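 active = activation above the run cutoff, the mean activation of all test compounds plus 3 SD, cut at about 40% in these data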;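 also: peak over basal fluorescence ratio in a 140 s read after ATP addition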
The depositor's hits bear a star.

Preview (3 entries):
How did Cc1ccc(N2CC(C(=O)OCC(=O)Nc3ccccc3C)CC2=O)cc1 (stereo not drawn) do in these assays?
CRFBP-R2 block: 6; CHRM5 agonist: 0; CHRM4 PAM: 6; TAAR1 antag: 15; CHRM5 PAM: 4; TAAR1 ag: -2; CRFR2-BP ag: -1.6; CHRM5 antagonist: 2; CHO-K1 Ca PAM: 17

How did O=C(CCS(=O)(=O)c1ccc(Cl)cc1)Nc1nc(-c2cccnc2)cs1 do in these assays?
CRFBP-R2 block: -3; CHRM5 agonist: -6; CHRM4 PAM: 1; TAAR1 antag: -4; CHRM5 PAM: -1; TAAR1 ag: 4; CRFR2-BP ag: 4.5; CHRM5 antagonist: 3; CHO-K1 Ca PAM: -10

What do the screens show for `CC(C)(C)OC(=O)N1CCC[C@H]1c1nnc(SCc2c(Cl)cccc2Cl)o1`?
CRFBP-R2 block: 1; CHRM5 agonist: -7; CHRM4 PAM: -3; TAAR1 antag: 34; CHRM5 PAM: -13; TAAR1 ag: 15; CRFR2-BP ag: 1.0; CHRM5 antagonist: -10; CHO-K1 Ca PAM: 1

The listing, previewed entries included:
How did Cc1ccc(N2CC(C(=O)OCC(=O)Nc3ccccc3C)CC2=O)cc1 (stereo not drawn) do in these assays?
CRFBP-R2 block: 6; CHRM5 agonist: 0; CHRM4 PAM: 6; TAAR1 antag: 15; CHRM5 PAM: 4; TAAR1 ag: -2; CRFR2-BP ag: -1.6; CHRM5 antagonist: 2; CHO-K1 Ca PAM: 17

How did O=C(CCS(=O)(=O)c1ccc(Cl)cc1)Nc1nc(-c2cccnc2)cs1 do in these assays?
CRFBP-R2 block: -3; CHRM5 agonist: -6; CHRM4 PAM: 1; TAAR1 antag: -4; CHRM5 PAM: -1; TAAR1 ag: 4; CRFR2-BP ag: 4.5; CHRM5 antagonist: 3; CHO-K1 Ca PAM: -10

What do the screens show for `CC(C)(C)OC(=O)N1CCC[C@H]1c1nnc(SCc2c(Cl)cccc2Cl)o1`?
CRFBP-R2 block: 1; CHRM5 agonist: -7; CHRM4 PAM: -3; TAAR1 antag: 34; CHRM5 PAM: -13; TAAR1 ag: 15; CRFR2-BP ag: 1.0; CHRM5 antagonist: -10; CHO-K1 Ca PAM: 1

Results for CCOC(=O)CS(=O)(=O)c1ccc(C(F)(F)F)cn1 ?
CRFBP-R2 block: -20; CHRM5 agonist: -2; CHRM4 PAM: 9; TAAR1 antag: -9; CHRM5 PAM: -1; TAAR1 ag: 4; CRFR2-BP ag: 2.1; CHRM5 antagonist: -14; CHO-K1 Ca PAM: 9

Results for O=C(NCC1CC1)c1cccs1 ?
CHRM5 agonist: 1; CHRM4 PAM: 16; TAAR1 antag: -16; CHRM5 PAM: -1; TAAR1 ag: 3; CHRM5 antagonist: 2; CHO-K1 Ca PAM: 3

How did O=C(COC(=O)COc1cccc(Br)c1)NCc1ccc2c(c1)OCO2 do in these assays?
CRFBP-R2 block: 6; CHRM5 agonist: 0; CHRM4 PAM: 1; TAAR1 antag: 9; CHRM5 PAM: -9; TAAR1 ag: 0; CRFR2-BP ag: -4.5; CHRM5 antagonist: 12; CHO-K1 Ca PAM: 2

Results for Cc1ccc(/C=N/NC(=O)c2cc3c(s2)CCCC3)o1 ?
CRFBP-R2 block: -16; CHRM5 agonist: -3; CHRM4 PAM: 4; TAAR1 antag: 2; CHRM5 PAM: 2; TAAR1 ag: 6; CRFR2-BP ag: 0.2; CHRM5 antagonist: 3; CHO-K1 Ca PAM: 0

How did O=C1CCN(CCc2ccccc2)CCN1CCSc1ccccc1 do in these assays?
CRFBP-R2 block: -9; CHRM5 agonist: -8; CHRM4 PAM: 3; TAAR1 antag: -6; CHRM5 PAM: -5; TAAR1 ag: 6; CRFR2-BP ag: -0.3; CHRM5 antagonist: 15; CHO-K1 Ca PAM: 7

What do the screens show for `COc1ccc(-n2c(=S)[nH]c3cc(C(=O)NCc4cccnc4)ccc3c2=O)cc1`?
CRFBP-R2 block: 5; CHRM5 agonist: -3; CHRM4 PAM: 0; TAAR1 antag: -4; CHRM5 PAM: 7; TAAR1 ag: 3; CRFR2-BP ag: -1.6; CHRM5 antagonist: -5; CHO-K1 Ca PAM: 11

Results for COC(=O)c1ccc(NC(=O)C2CCN(C(=O)c3cc(OC)c(OC)c(OC)c3)CC2)cc1 ?
CRFBP-R2 block: 26; CHRM5 agonist: -5; CHRM4 PAM: 11; TAAR1 antag: -9; CHRM5 PAM: 10; TAAR1 ag: 10; CRFR2-BP ag: -3.0; CHRM5 antagonist: -1; CHO-K1 Ca PAM: 7

How did CCc1nc2oc3ccccc3c(=O)c2c(=O)n1CCOC do in these assays?
CRFBP-R2 block: -2; CHRM5 agonist: 4; CHRM4 PAM: 7; TAAR1 antag: -9; CHRM5 PAM: -4; TAAR1 ag: 4; CRFR2-BP ag: 0.6; CHRM5 antagonist: -6; CHO-K1 Ca PAM: -7

How did CC1(Oc2cccc(F)c2)CCN(Cc2ccc(-c3ccccn3)cc2)C1 (stereo not drawn) do in these assays?
CHRM5 agonist: -1; CHRM4 PAM: -1; TAAR1 antag: 0; CHRM5 PAM: -7; TAAR1 ag: 3; CHRM5 antagonist: 0; CHO-K1 Ca PAM: 4

Results for CCOC(=O)c1cc2cc(OC)ccc2nc1C ?
CRFBP-R2 block: 14; CHRM5 agonist: 1; CHRM4 PAM: 0; TAAR1 antag: 2; CHRM5 PAM: -1; TAAR1 ag: 2; CRFR2-BP ag: -0.6; CHRM5 antagonist: 3; CHO-K1 Ca PAM: -2

How did CCOc1ccc(N(CC(=O)NC2CCCCC2)C(=O)CCC(=O)Nc2cc(C)ccn2)cc1 do in these assays?
CRFBP-R2 block: -3; CHRM5 agonist: -1; CHRM4 PAM: -8; TAAR1 antag: -19; CHRM5 PAM: 2; TAAR1 ag: 0; CRFR2-BP ag: -0.1; CHRM5 antagonist: 4; CHO-K1 Ca PAM: 14

How did NC(=O)c1ccc(C(=O)N/N=C/c2cccc(Oc3ccccc3)c2)cc1 do in these assays?
CRFBP-R2 block: -1; CHRM5 agonist: 0; CHRM4 PAM: 0; TAAR1 antag: -1; CHRM5 PAM: 5; TAAR1 ag: 2; CRFR2-BP ag: 1.0; CHRM5 antagonist: -2; CHO-K1 Ca PAM: -9

What do the screens show for `O=C1CN(C(=O)COc2ccc(Cl)c(Cl)c2)c2ccccc2N1`?
CRFBP-R2 block: 3; CHRM5 agonist: 0; CHRM4 PAM: 2; TAAR1 antag: -1; CHRM5 PAM: -3; TAAR1 ag: 6; CRFR2-BP ag: -0.3; CHRM5 antagonist: 4; CHO-K1 Ca PAM: 1

Results for COc1ccc(C#Cc2c(C=O)n(C)c3ccccc23)cc1 ?
CRFBP-R2 block: 0; CHRM5 agonist: 4; CHRM4 PAM: 6; TAAR1 antag: 19; CHRM5 PAM: 5; TAAR1 ag: 7; CRFR2-BP ag: 2.0; CHRM5 antagonist: -5; CHO-K1 Ca PAM: -1

Results for COc1ccc(-c2c[n+](CC(=O)c3cccs3)c3n2CCC3)cc1 ?
CRFBP-R2 block: 0; CHRM5 agonist: -6; CHRM4 PAM: -2; TAAR1 antag: -11; CHRM5 PAM: 2; TAAR1 ag: -1; CRFR2-BP ag: 0.0; CHRM5 antagonist: 13; CHO-K1 Ca PAM: -28

What do the screens show for `O=C(NCCc1ccccc1)C(=O)NCC1OCCN1S(=O)(=O)c1ccc(F)cc1` (stereo not drawn)?
CRFBP-R2 block: -8; CHRM5 agonist: 1; CHRM4 PAM: -3; TAAR1 antag: -9; CHRM5 PAM: 1; TAAR1 ag: 19; CRFR2-BP ag: -10.0; CHRM5 antagonist: -2; CHO-K1 Ca PAM: 7

What do the screens show for `O=c1c(Br)c(NCc2ccccc2)cnn1-c1ccc(F)cc1`?
CRFBP-R2 block: 0; CHRM5 agonist: 4; CHRM4 PAM: -3; TAAR1 antag: -5; CHRM5 PAM: -1; TAAR1 ag: 18; CRFR2-BP ag: -0.6; CHRM5 antagonist: 10; CHO-K1 Ca PAM: 2

What do the screens show for `CCN(CC)c1ccc(C=NCCc2ccc(S(N)(=O)=O)cc2)cc1`?
CRFBP-R2 block: -12; CHRM5 agonist: 2; CHRM4 PAM: -2; TAAR1 antag: -13; CHRM5 PAM: 3; TAAR1 ag: 6; CRFR2-BP ag: 1.8; CHRM5 antagonist: 6; CHO-K1 Ca PAM: 13

What do the screens show for `O=C(Cc1n[nH]c(=O)c2ccccc12)OCC(=O)c1ccc(F)cc1`?
CRFBP-R2 block: -11; CHRM5 agonist: 6; CHRM4 PAM: 9; TAAR1 antag: -21; CHRM5 PAM: 8; TAAR1 ag: 2; CRFR2-BP ag: 4.2; CHRM5 antagonist: -7; CHO-K1 Ca PAM: -17

Results for COc1cccc(N2CCN(CC(=O)NC(=O)NCc3ccco3)CC2)c1 ?
CRFBP-R2 block: 12; CHRM5 agonist: -2; CHRM4 PAM: 3; TAAR1 antag: -26; CHRM5 PAM: 9; TAAR1 ag: 0; CRFR2-BP ag: -2.5; CHRM5 antagonist: -1; CHO-K1 Ca PAM: 10

Results for O=C(C(c1ccccc1)c1ccccc1)N1CCOCC1 ?
CRFBP-R2 block: 9; CHRM5 agonist: -7; CHRM4 PAM: 9; TAAR1 antag: 5; CHRM5 PAM: 2; TAAR1 ag: 1; CRFR2-BP ag: -0.2; CHRM5 antagonist: 0; CHO-K1 Ca PAM: 1

What do the screens show for `COc1ccc(CCNC(=O)c2cccc(S(=O)(=O)N3CCCC3)c2)cc1`?
CRFBP-R2 block: -4; CHRM5 agonist: -1; CHRM4 PAM: 12; TAAR1 antag: -13; CHRM5 PAM: -4; TAAR1 ag: 1; CRFR2-BP ag: -0.9; CHRM5 antagonist: 4; CHO-K1 Ca PAM: 6

Results for CCOC(=O)C1CCCN(S(=O)(=O)CCNC(=O)c2ccccc2)C1 (stereo not drawn) ?
CRFBP-R2 block: -2; CHRM5 agonist: 1; CHRM4 PAM: 17; TAAR1 antag: -11; CHRM5 PAM: 0; TAAR1 ag: 2; CRFR2-BP ag: -0.5; CHRM5 antagonist: 0; CHO-K1 Ca PAM: 5
